Compound activity: PubChem BioAssay, Southern Research Specialized Biocontainment Screening Center
Large T inhibition – TAg ATPase/helicase activity blockers – biochemical (AID 1903) | inhibition, % at 20 µM, or IC50 in µM where a hit was titrated | hit rate 0.39% among 310,000 | SV40 large T antigen ATPase/helicase inhibition assay; higher % means a stronger effect; in the data active = a potency from the dose series; inconclusive = inhibition mostly from about 32% at the one dose, without a potency; inactive = the rest, 99 in 100 with inhibition below about 32%; also: strong numbers were not always called active
RSV antiviral HEp-2 – RSV antiviral activity via CPE protection, HEp-2 cells, primary 10 µM value included (AID 2391). HEp-2 cells, RSV-induced CPE inhibition; higher % means a stronger effect. CPE inhibition, % at 10 µM; hits with a dose series show IC50 in µM. hit rate 0.13% among 310,000; in the data active = a potency from the dose series; inconclusive = CPE inhibition mostly from about 23% at the one dose, without a potency; inactive = the rest, 99 in 100 with CPE inhibition below about 21%; also: strong numbers were not always called active
PhoP inhibition – inhibitors of PhoP regulon expression, primary screen, Salmonella Typhimurium, GFP reporter (AID 1863) | S. Typhimurium PhoP-regulated promoter GFP reporter, 4 h; higher % means a stronger effect | one-dose inhibition, % at 50 µM; IC50 in µM for titrated hits | hit rate 0.16% among 300,000;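 active = inhibition over 29.93%, a cutoff 3 SD above the screen mean, later confirmed by dose response; inconclusive = inhibition over 29.93% but no dose response follow-up; inactive = inhibition at most 29.93% or unconfirmed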;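 also: 0% = low Mg2+ inducing control and 100% = high Mg2+ repressing control; strong numbers were not always called active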
An asterisk follows results filed as active; ? = inconclusive.

Large T inhibition,RSV antiviral HEp-2,PhoP inhibition,canonical_smiles
9%,-2.7%,8%,CC(=O)c1ccc(S(=O)(=O)Nc2ccc(-c3ccc4nncn4n3)cc2)cc1
5%,-1.4%,7%,CCOc1ccc(S(=O)(=O)Nc2cccc(C(=O)N3CCN(C(C)=O)CC3)c2)cc1
17%,-1.1%,6%,CCCNC(=O)c1ccccc1NC(=O)c1ccc2c(=O)n3c(nc2c1)CCC3
7%,-1.5%,-7%,COc1ccc(NS(=O)(=O)c2cccc(C(=O)NCCCN3CCOCC3)c2)cc1
25%,1.4%,-5%,Cc1ccc(S(=O)(=O)N(C)C)cc1NC(=O)CSc1ccc2c(c1)OCCO2
13%,-0.3%,-5%,Cc1ccc(C)c(OCCC(=O)OCC(=O)NCCNC(=O)COC(=O)CCOc2cc(C)ccc2C)c1
14%,-2.4%,4%,CS(=O)(=O)c1ccccc1-c1nnc(NC(=O)CCS(=O)(=O)c2ccc(Cl)cc2)o1
7%,1.8%,-2%,CC1CC(C)CN(C(=O)c2ccc(NS(=O)(=O)c3ccc4[nH]c(=O)[nH]c4c3)cc2)C1 (centres undefined)
2%,0.4%,8%,CC1CCCC(C)N1C(=O)COC(=O)CSc1ccc(C(N)=O)cc1[N+](=O)[O-] (centres undefined)
0%,1.6%,5%,CC(=O)c1ccc(NC(=O)NC2CC(=O)N(c3ccc4c(c3)OCCO4)C2)cc1 (centres undefined)
>100µM*,6.7%,4%,Cc1ccc(C2(C)NC(=O)N(CC(=O)Nc3nc(-c4ccccn4)cs3)C2=O)cc1 (centres undefined)
7%,0.5%,5%,Cc1ccc(SCC(=O)OC(C)C(=O)NCc2ccccc2)cc1C (centres undefined)
7%,-1.7%,2%,O=C(NC1CCS(=O)(=O)C1)c1ccc2c(c1)OCO2 (centres undefined)
11%,-1.3%,4%,Cc1ccnc(NC(=O)C2CC(=O)N(Cc3ccccc3)C2)c1 (centres undefined)
5%,10%,-3%,COc1cccc(NC(=O)CN(C)C(=O)c2ccc(-c3ccc(Cl)cc3)o2)c1
15%,4.1%,0%,CCc1noc(C)c1C(=O)N1CCCSC1=Nc1ccccc1C(C)C
14%,-2.0%,1%,CCc1noc(C)c1C(=O)N1CCN(S(=O)(=O)c2ccc(C)cc2C)CC1
26%,-1.9%,-3%,CN(CC(=O)Nc1ccc(F)cc1)C(=O)COC(=O)C1=COCCO1
18%,0.5%,9%,Cc1ccc(S(=O)(=O)N(C)c2ccc(OC(=O)CN3C(=O)NC4(CCCC4)C3=O)cc2)cc1
6%,15%,12%,Cc1ccc(NS(=O)(=O)c2ccc(C(=O)N3CCCC(C(F)(F)F)C3)cc2)cc1 (centres undefined)
2%,1.2%,14%,CN(C1(C)CCS(=O)(=O)C1)S(=O)(=O)c1cccc([N+](=O)[O-])c1 (centres undefined)
7%,2.0%,-8%,CCN(CC)S(=O)(=O)c1ccc(NC(=O)CO/N=C(\N)c2ccccc2)cc1
2%,-0.8%,-6%,CC1(c2ccc3ccccc3c2)NC(=O)N(CC(=O)NCC(C)(C)N2CCOCC2)C1=O (centres undefined)
26%,1.1%,-3%,COCCN(C(=O)COC(=O)c1cc2ccccc2cc1OC)c1c(N)n(Cc2ccccc2)c(=O)[nH]c1=O
0%,-2.1%,-6%,CCC1(c2ccccc2)NC(=O)N(CC(=O)NC2(C#N)CCCCC2)C1=O (centres undefined)
14%,8.1%,-9%,Cc1ccccc1NS(=O)(=O)c1ccc(C(=O)NCC(c2ccco2)N2CCCCC2)cc1 (centres undefined)
2%,-1.0%,1%,CC1CCCCC1NC(=O)CNC(=O)c1cccs1 (centres undefined)
6%,3.1%,6%,Cc1ccc(S(=O)(=O)N2[C@@H](c3ccc(F)cc3)C(C(=O)O)=CC[C@H]2c2cccc(C)c2)cc1
-1%,8.7%,-1%,O=C(NCC(c1ccco1)N1CCN(c2ccccc2F)CC1)c1ccc2c(c1)OCO2 (centres undefined)
8%,-0.2%,-4%,CCOC(=O)C1CCN(S(=O)(=O)CCNC(=O)c2ccccc2)CC1
9%,3.1%,3%,COc1ccc(CN2C(=O)C(CC(C)C)Nc3ncnc(N4CCCCC4)c32)cc1 (centres undefined)
13%,10%,4%,CCN(CC(=O)NCc1ccc(Cl)cc1)C(=O)CSc1cccc(C(F)(F)F)c1
5%,0.6%,-3%,CC(=O)c1ccccc1NC(=O)c1ccc2c(c1)NC(=O)C(C)S2 (centres undefined)
31%,1.3%,2%,CC(=O)Nc1ccc(S(=O)(=O)NCCC(=O)OCC(=O)NNC(=O)c2ccccc2)cc1
27%,0.1%,-2%,CCCCn1c(N)c(N(CCOC)C(=O)COC(=O)COc2cc(C)c(Cl)cc2C(C)C)c(=O)[nH]c1=O
17%,1.5%,0%,CCN(CC(=O)Nc1c(F)cccc1F)C(=O)C1=COCCO1
6%,3.6%,-7%,CN(C(=O)COC(=O)C1CCN(S(=O)(=O)c2c(Cl)cccc2Cl)CC1)c1ccccc1
-2%,0.3%,-4%,N#Cc1ccsc1NC(=O)C1CC(=O)N(Cc2ccccc2)C1 (centres undefined)
26%,13%,9%,Cc1ccc(C)c(S(=O)(=O)N2CCCCC2CCNC(=O)C(=O)NC2CCCC2)c1 (centres undefined)
22%,22%,-9%,O=C(CSc1nc(=O)n2cc(Cl)ccc2n1)Nc1ccc2c(c1)OCO2
8%,-1.1%,-1%,CC(C)CN(C(=O)c1ccc(Br)o1)C1CCS(=O)(=O)C1 (centres undefined)
4%,-0.5%,5%,COc1ccc(OC)c2sc(N3CCN(C(=O)c4ccc5ncsc5c4)CC3)nc12
9%,0.5%,0%,CC1CCCCC1NC(=O)CCc1nc2sc3c(c2c(=O)[nH]1)CCCC3 (centres undefined)
13%,-0.5%,-6%,O=C(NCCC1CCCCN1S(=O)(=O)c1ccccc1)C(=O)NCc1ccccc1 (centres undefined)
13%,1.9%,-3%,COc1ccc2oc(C(=O)OCC(=O)NCc3ccccc3OC)c(C)c2c1
23%,-1.1%,5%,CCN(CC)CCn1c2c(c(SCC(=O)NCc3ccccc3)nc1=O)CCCC2
9%,1.2%,8%,O=C1CC2(CCN(C(=O)C3CC(=O)N(c4ccc(F)cc4)C3)CC2)Oc2ccccc21 (centres undefined)
8%,4.7%,0%,CN(CC(=O)Nc1c(Cl)cccc1Cl)C(=O)c1ccccc1Cc1ccccc1
3%,-1.2%,1%,CCOC(=O)C1=C(COC(=O)CCOc2ccccc2C)NC(=O)NC1C (centres undefined)
17%,-0.7%,-4%,COc1ccccc1C(=O)COC(=O)Cn1nc(C)c([N+](=O)[O-])c1C
12%,?,11%,Cc1cc(C(=O)C(C)OC(=O)c2ccc(NC(=O)CC#N)cc2)c(C)n1-c1ccccc1 (centres undefined)
15%,2.5%,3%,O=[N+]([O-])c1ccc(Cl)c(S(=O)(=O)Nc2ccc(-c3ccc(N4CCCC4)nn3)cc2)c1
17%,0.1%,-5%,COCCN(C(=O)COC(=O)c1ccc(C)s1)c1c(N)n(Cc2ccccc2)c(=O)[nH]c1=O
8%,-1.7%,-1%,CCN(CC(=O)NCc1cccs1)C(=O)c1ccc([N+](=O)[O-])o1
12%,8.5%,-8%,COc1ccc(Cl)cc1C(=O)N1CCC2(CC1)CC(=O)c1ccccc1O2
13%,-1.4%,4%,COc1ccc(C(=O)OCc2nnc(-c3ccccc3)o2)cc1S(=O)(=O)N1CCOCC1
4%,-1.8%,-6%,O=C(CSc1ncn[nH]1)NNC(=O)c1ccccc1
0%,-0.2%,6%,COc1ccc(C(=O)NCCS(=O)(=O)N(C)C2CCCCC2)cc1
23%,0.9%,-1%,COc1ncnc(NS(=O)(=O)c2ccc(N)cc2)c1OC
4%,3.9%,-8%,CCOC(=O)c1ccccc1NC(=O)CSc1nc2[nH]ncc2c(=O)[nH]1

(further entries)
Large T inhibition,RSV antiviral HEp-2,PhoP inhibition,canonical_smiles
16%,0.1%,6%,Cc1ccc(S(=O)(=O)Nc2cccc(C(=O)NCc3cccnc3)c2)cc1F
10%,-0.8%,-9%,Cc1ccc(OCCC(=O)OCC(=O)Nc2c(C)nn(-c3ccccc3)c2C)cc1
5%,?,-3%,CC1CCN(S(=O)(=O)c2ccc(NC(=O)CN3C(=O)NC(C)(c4ccccc4)C3=O)cc2)CC1 (centres undefined)
15%,-0.6%,8%,COc1ccc(C(=O)OC(C)C(=O)NC2CCCCC2C)cc1S(=O)(=O)N1CCOCC1 (centres undefined)
1%,2.7%,-7%,O=S(=O)(NCCS(=O)(=O)N1CCN(c2ccccc2)CC1)c1ccc(F)cc1
3%,-1.8%,7%,COc1ccccc1C(C)NC(=O)c1ccccc1SCC(=O)N1CCCC1 (centres undefined)
24%,4.0%,0%,O=[N+]([O-])c1ccc(S(=O)(=O)NCC(c2ccco2)N2CCc3ccccc3C2)cc1 (centres undefined)
17%,1.0%,2%,COc1ccccc1NC(=O)Nc1nc(CC(=O)Nc2ccc(F)cc2)cs1
5%,-0.9%,-5%,COc1ccccc1C(=O)COC(=O)CNC(=O)c1ccc(Br)o1
2%,-3.0%,0%,CCSc1ccc([C@@H]2[C@@H]3C(=O)N(CC)C(=O)[C@@H]3[C@]3(C(=O)OC)CCCCN23)cc1
27%,0.8%,3%,C#CCOCCOCCOCCNc1nc(N2CCN(C(=O)CCCCCCCCCCNC(=O)Cn3cc(C[C@@H](C)O)nn3)CC2)nc(N2CCN(C(=O)CCCCCCCCCCNC(=O)Cn3cc(C[C@@H](C)O)nn3)CC2)n1
8%,2.0%,-2%,CC(OC(=O)c1cccc(-n2cnnn2)c1)C(=O)NCc1ccccc1 (centres undefined)
2%,-1.3%,-9%,Cc1n[nH]c(=O)c2c(NC(=O)CSc3ccc(Br)cc3)oc(C)c12
26%,-0.5%,-2%,CCCCn1c(N)c(N(CCOC)C(=O)c2cc(-c3ccc(OC)cc3)nc3ccccc23)c(=O)[nH]c1=O
7%,-1.6%,-1%,Cc1cccc(NC(=O)CNC(=O)C23CC4CC(CC(Cl)(C4)C2)C3)n1
12%,-1.0%,-4%,CCOc1ccc(CCNC(=O)COc2cccc(-n3cnnn3)c2)cc1OCC
15%,10%,5%,CN(c1ccccc1)S(=O)(=O)c1ccc(C(=O)Nc2ccncc2)cc1
20%,-0.9%,3%,CC(C)CN(C(=O)C1CC1)C1CCS(=O)(=O)C1 (centres undefined)
12%,-0.5%,-3%,CCOc1ccc(S(=O)(=O)N2CCOCC2)cc1NC(=O)c1ccc(N2CCCC2=O)cc1
20%,0.5%,-4%,O=C(C1CCN(S(=O)(=O)c2ccc(F)cc2)CC1)N1CCCC(C(F)(F)F)C1 (centres undefined)
23%,-0.8%,-3%,COc1ccc(S(=O)(=O)N2CCCC2CNC(=O)C(=O)NCCc2ccccc2)cc1 (centres undefined)
8%,-0.9%,-8%,CCN(CC(=O)Nc1c(F)cccc1F)C(=O)c1ccc(-n2cncn2)c([N+](=O)[O-])c1
5%,-0.1%,1%,COc1cc(C(=O)NCC(c2ccco2)N2CCOCC2)cc(OC)c1OC (centres undefined)
8%,-1.8%,-4%,O=C(c1ccco1)N1CCN(Cc2cc(=O)c(OCc3cccc(F)c3)co2)CC1
13%,0.2%,7%,CCOc1ccc(S(=O)(=O)N2CCCCC2)cc1NC(=O)Cc1cccs1
2%,0.1%,7%,CCOC(=O)c1nn(-c2ccc(C)cc2)c(=O)cc1OCC(=O)Nc1cc(C)ccc1OC
11%,-1.2%,5%,Cc1ccc(S(=O)(=O)NCCC(=O)Nc2ccncc2)cc1C

Not all compounds are listed. The share of hits here may be higher or lower than overall.
